Bioassay records as filed in PubChem.
Giardia killer: Giardia lamblia killing; Giardia lamblia trophozoite viability; activity change, % at 7.66 µM, hits read low; 340,000 compounds, 0.15% hits; in the data active = activity change below about -80%; inconclusive = between about -30% and that limit;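 note: parasites exposed to compound for two days anaerobically before the ATP read; % is set by controls: 0 for no effect and ±100 for the full control effect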
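Giardia lamblia trophozoites (100 cells/well) were incubated with compounds for 48 h at 37 deg C under anaerobic conditions. Viability was read as ATP content by one-step luminescence after 15-30 min at room temperature.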
Menin-MLL TR inh: menin-MLL binding inhibition, Texas Red mutant peptide; Menin + Texas Red MLL mutant peptide, fluorescence polarization; Potency, µM (highest dose often 61.6 µM), without a hit: top-dose FP activity change, negative = inhibition, actives largely listed as inhibitors; O00255; 270,000 compounds, 0.23% hits; active = well fitted inhibition curve with a large enough effect in the polarisation, with a control signal flat, not every such curve was filed as active; inconclusive = small, poorly fitted or top-dose-only effect, or effect the other way, or a change in a side signal; inactive = no such curve, though single readings can be large or run the other way; the % refers to the polarisation; note: potency is the fitted concentration of half-maximal effect; % of control where 0% means no effect; many of its hits are not listed in these tables
Target sequence (O00255 whole entry, looked up): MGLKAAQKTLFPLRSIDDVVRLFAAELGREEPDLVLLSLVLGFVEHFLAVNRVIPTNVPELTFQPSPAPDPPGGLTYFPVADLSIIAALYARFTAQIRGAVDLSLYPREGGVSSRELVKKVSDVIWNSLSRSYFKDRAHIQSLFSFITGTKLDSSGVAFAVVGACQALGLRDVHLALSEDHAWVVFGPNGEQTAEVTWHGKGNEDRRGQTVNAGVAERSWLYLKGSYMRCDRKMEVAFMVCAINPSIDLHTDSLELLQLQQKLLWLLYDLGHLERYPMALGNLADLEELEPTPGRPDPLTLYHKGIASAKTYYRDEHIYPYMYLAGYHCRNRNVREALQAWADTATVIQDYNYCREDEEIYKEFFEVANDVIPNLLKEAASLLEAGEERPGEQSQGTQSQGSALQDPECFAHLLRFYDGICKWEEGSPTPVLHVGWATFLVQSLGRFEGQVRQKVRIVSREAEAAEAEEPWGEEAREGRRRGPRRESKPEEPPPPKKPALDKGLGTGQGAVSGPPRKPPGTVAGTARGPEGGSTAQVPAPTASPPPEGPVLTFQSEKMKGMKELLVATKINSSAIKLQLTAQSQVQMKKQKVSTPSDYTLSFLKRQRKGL
PKM2 act: increases activity of human pyruvate kinase M2 | Potency, µM (highest dose often 57.5 µM), for the others: at the highest dose activation, most hits filed as activators | 260,000 compounds, 0.34% hits | P14618 | purified PKM2, Kinase-Glo ATP luminescence, activation; response scale: 0% is enzyme alone, no compound; note: potency is the fitted concentration of half-maximal effect; % is set by controls: 0 for no effect and ±100 for the full control effect; nearly all actives have a fitted effect of over 55% in size
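Kinase-Glo luminescence reports ATP generated from ADP (0.1 mM) and PEP (0.5 mM) by purified hPK-M2 after 1 h at room temperature, pH 7.2 imidazole buffer; intermediate enzyme activity allows detecting inhibitors and activators.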
B2AR arrestin: recruits beta-arrestin to the human beta2-adrenergic receptor | AID 492947 | 330,000 compounds, 0.02% hits | P07550 | beta-arrestin recruitment to beta2AR, cell-based reporter | Potency, µM (titrated, usually from 46.1 µM), for the others: top-dose activation, actives largely listed as activators;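 note: potency is the fitted concentration of half-maximal effect; 0% = DMSO controls and full agonism = EC100 isoproterenol or metaproterenol; nearly all actives have a fitted effect of over 65% in size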
GALK inh: galactokinase (human) inhibition; Potency, µM (series often up to 57.5 µM), for inactives: top-dose activity change, negative = inhibition, actives largely listed as inhibitors; 270,000 compounds, 0.007% hits; Purified GALK, Kinase-Glo residual ATP luminescence; AID 1868; note: potency is the fitted concentration of half-maximal effect; % is set by controls: 0 for no effect and ±100 for the full control effect
Target sequence (P51570 whole entry, looked up): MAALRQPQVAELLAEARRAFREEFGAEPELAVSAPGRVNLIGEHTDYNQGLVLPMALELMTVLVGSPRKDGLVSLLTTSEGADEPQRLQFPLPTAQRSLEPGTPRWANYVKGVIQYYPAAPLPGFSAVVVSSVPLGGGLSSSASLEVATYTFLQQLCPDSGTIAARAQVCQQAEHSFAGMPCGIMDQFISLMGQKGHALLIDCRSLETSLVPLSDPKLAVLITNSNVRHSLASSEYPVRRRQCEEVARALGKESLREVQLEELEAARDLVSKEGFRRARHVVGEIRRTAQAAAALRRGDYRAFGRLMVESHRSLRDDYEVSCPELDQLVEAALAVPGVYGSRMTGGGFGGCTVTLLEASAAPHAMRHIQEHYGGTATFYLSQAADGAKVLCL
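Kinase-Glo Plus luminescence measured ATP left after a 1 h room-temperature reaction. The reaction used 5 nM GALK, 100 uM galactose and 35 uM ATP at pH 8.0 (20 mM HEPES, 5 mM MgCl2, 60 mM NaCl, 1 mM DTT, 0.01% BSA).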
BCR signal inh: inhibitors of chronic active B-cell receptor signaling | ABC-DLBCL IkBa-CBG/CBR reporter, luminescence ratio, 4 h | Potency, µM (highest dose often 46.1 µM), without a hit: at the highest dose ratio change, negative = lower green/red ratio, most hits filed as inhibitors | 340,000 compounds, 0.05% hits; active = well fitted inhibition curve with a large enough effect in the signal ratio, with a control signal flat, not every such curve was filed as active; inconclusive = small, poorly fitted or top-dose-only effect, or effect the other way, or a change in a side signal; the % refers to the signal ratio;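 note: potency is the fitted concentration of half-maximal effect; plate controls were basal doxycycline-induced cells for no effect and cells given 10 µM MG132 for full effect; MG132 reads +100%, hits lower the ratio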
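TMD8 ABC-DLBCL cells carrying doxycycline-inducible green luciferase fused to IkappaBalpha plus unfused red luciferase were exposed to compounds (up to 46 uM) for 4 hrs at 37C. Activity came from the overlap-corrected green/red luminescence ratio.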
Tb PFK block: T. brucei PFK enzyme inhibition. T. brucei PFK, ADP-Glo luminescence. AID 485367. Potency, µM (highest dose often 57.5 µM), inactives show at the top dose activity, negative = inhibition, hits mostly inhibitors. 330,000 compounds, 0.17% hits;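 note: potency is the fitted concentration of half-maximal effect; 0% = uninhibited 1x PFK enzyme wells and -100% = no-enzyme wells; nearly all actives have a fitted effect of over 60% in size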
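1.25 nM PFK with 0.5 mM F6P and 0.1 mM ATP in 0.1 M TEA pH 8.0, 5 mM MgCl2, incubated 45 min at room temperature; ADP measured by ADP-Glo luminescence; compounds titrated up to 57 uM.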
Integrin act MD: activators of alpha7 integrin expression for muscular dystrophy. alpha7betagal myoblasts, beta-gal FDG fluorescence, 48 h. Potency, µM (titrated, usually from 38.3 µM), without a hit: top-dose activation, usual class: activators. 350,000 compounds, 0.064% hits. AID 624291;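 note: potency is the fitted concentration of half-maximal effect; 100% = response of the positive control SU9516; nearly all actives have a fitted effect of over 60% in size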
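alpha7betagal+/- myoblasts (passage 13, 250/well) treated 48 h at 37C with compounds at 1:260 dilution of DMSO stock. Lysed, then beta-galactosidase activity read as FDG fluorescence (ex 480/em 540) after 30 min, with pre-read for autofluorescence.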
TSG101-PTAP inh: blocks PTAP/TSG101 interaction to inhibit HIV-1 budding. Fluorescence polarization, FITC-PTAP peptide / Tsg101 binding. 340,000 tested, under 10 active. Potency, µM (top dose mostly 115 µM), for the others: at the top dose activity change, negative = inhibition, most hits filed as inhibitors. Q99816; active = well fitted inhibition curve with a large enough effect in the main read-out, with a control signal flat, not every such curve was filed as active; inconclusive = small, poorly fitted or top-dose-only effect, or effect the other way, or a change in a side signal; inactive = no such curve, though single readings can be large or run the other way; note: potency is the fitted concentration of half-maximal effect; % of control where 0% means no effect
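Fluorescence anisotropy tracks displacement of a FITC-tagged PTAP peptide (50 nM) from the Tsg101 binding domain (10 uM), following a 20 min room-temperature incubation at pH 7.5.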
ASM inhibitor: inhibitors of human secretory acid sphingomyelinase; 340,000 compounds, 0.006% hits; placental ASM, HMU-PC fluorogenic substrate, 60 min; Potency, µM (series often up to 57.5 µM), for inactives: at the highest dose activity change, negative = inhibition, actives largely listed as inhibitors; AID 504937; P17405; note: potency is the fitted concentration of half-maximal effect
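Human placenta-derived ASM enzyme was preincubated with compound for 10 minutes at room temperature, then given fluorogenic substrate HMU-PC0 (9 uM final) for 60 minutes at 37 °C; a pH 10 stop preceded fluorescence reading at Ex 386/Em 447 nm.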
Coupling enz: coupling enzyme interference in Giardia aldolase counter-screen. 290,000 compounds, 0.67% hits. activity change, negative = inhibition, % at 58.2 µM, hits read low. coupling enzyme system counterscreen, AmpLite Red fluorescence; in the data active = activity change below about -30%; note: % is set by controls: 0 for no effect and ±100 for the full control effect
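Counterscreen lacking aldolase: glyceraldehyde-3-phosphate coupling-enzyme reagent preincubated 10 min at RT with compound (at 57.5 uM final), then substrate/coupling system with AmpLite Red added; fluorescence read at 525/598 nm after 20 min RT.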
Active calls of the source: *; i = inactive; ? = inconclusive; . = no result given; & = joins results of further samples; [ ] = another dose, or the depositor's remark. Unless noted, calls come from the whole dose curve; as a rule, active = well fitted curve in the direction sought with a large enough effect; inconclusive = small, poorly fitted or top-dose-only effect, or another doubt; inactive = no such curve, though single readings can be large; an effect the other way counts as inactive or inconclusive.

SMILES | Giardia killer | Menin-MLL TR inh | PKM2 act | B2AR arrestin | GALK inh | BCR signal inh | Tb PFK block | Integrin act MD | TSG101-PTAP inh | ASM inhibitor | Coupling enz
O=c1[nH]c([N+](=O)[O-])nn1C(c1ccccc1)c1ccccc1 | -24 | ? | . | 0.4% | 0% | 1% | 25% | ? | 6% | 5% | 5
COc1cccc(OCc2cc(C(=O)N(C)C3CC(C)(C)NC(C)(C)C3)no2)c1 | 19 | . | . | -0.1% | 4% | -7% | -9% | -72%[inhibitor] | -4% | 3% | .
CCOC(=O)N1CCC(=NNc2ncc(C(F)(F)F)cc2Cl)CC1 | 6 | 11% | 22% | -0.2% | 9% | -4% | 1% | -4% | 1% | 6% | 0
CCCCn1cnc2sc3c(c2c1=N)CCCC3 | -12 | -5% | -1% | 0.0% | -3% | 3% | 0% | -41% | -8% | 3% | 4
COC(=O)c1ccc(NC2CC(=O)N(c3ccccc3C)C2=O)cc1 (stereo not given) | -13 | 4% | 6% | 0.2% | -1% | 7% | 2% | -3% | -1% | 0% | -1
O=C1CSC(c2ccccc2)N1c1ccccc1F (stereo not given) | 10 | 9% | . | -0.9% | . | -1% | 1% | 0% | -5% | -1% | 0
O=C(CNC1CCCCCC1)Nc1ccc(N2CCCC2)cc1 | . | -28% | 0% | 0.3% | . | -6% | 6% | . | . | . | -2
CC(C)c1ccc(OCc2nnc(SCC(=O)N3CCCCC3)o2)cc1 | 6 | -9% | . | 0.2% | -1% | 0% | 3% | 0% | -5% | -3% | 0
CC(=O)Nc1cc(-c2ccccc2)nn1Cc1ccc(Cl)cc1 | 3 | ? | 2% | -0.2% | -5% | -2% | 5% | 8% | 3% | -1% | -2
CCCCN(C)C(=O)c1cn(C)c2ccc(S(=O)(=O)N(C)C)cc2c1=O | 3 | 8% | 1% | -0.4% | 0% | -3% | 3% | 5% | -1% | -7% | 0
CN1CCN(c2nc(-c3cc4ccccc4o3)cs2)CC1 | -4 | 2% | -5% | -0.2% | 0% | 5% | -2% | -7% | 1% | 2% | 0
O=C(c1ccc(Cl)c(S(=O)(=O)N2CCOCC2)c1)N(Cc1nnc(-c2ccccc2Cl)o1)C1CC1 | 10 | . | . | -0.2% | . | -9% | 0% | -39% | 0% | 0% | .
CC1CN(C(=O)COC(=O)c2cccc(NS(=O)(=O)c3ccccc3)c2)CC(C)O1 (stereo not given) | 21 | . | . | 5.3% | . | 2% | -3% | 24% | 0% | -1% | .
CN(CC(=O)Nc1cc(Cl)cc(Cl)c1)Cc1cccs1 | 2 | . | . | -0.3% | -1% | 4% | 2% | -19% | -1% | 1% | -5
CCCCCOc1ccc(NC(=O)C(=O)NCCC2=CCCCC2)cc1 | 5 | -1% | -5% | -0.5% | 1% | -3% | -1% | -13% | -4% | -1% | .
O=C(CSc1nc2ccccc2[nH]1)NCc1ccc(F)cc1 | 4 | 2% | 8% | 0.2% | 2% | -5% | 4% | 10% | -1% | 4% | 0
CCOC(=O)C(CC)n1nc(C)n2c(cc3occc32)c1=O (stereo not given) | 20 | . | -1% | 0.2% | 0% | ? | 0% | -5% | -3% | 3% | 2
C=CCN(c1ccccc1)S(=O)(=O)c1cccc(C(=O)N2CC(C)CC(C)C2)c1 (stereo not given) | -9 | . | -6% | -1.2% | 5% | 9% | 1% | -33%[inhibitor] | 5% | -1% | .
Cc1ccc(S(=O)(=O)n2ccc3c(OCCOCCSCC(NC(=O)OC(C)(C)C)C(=O)O)cccc32)cc1 (stereo not given) | 5 | ? | . | 0.2% | -1% | ? | -1% | -9% | 0% | 4% | 7
Clc1ccc(-c2cn3c(n2)CCC3)cc1 | 2 | -4% | -9% | 0.0% | 3% | ? | -2% | -3% | -4% | -1% | 5
S=c1[nH]c2ncccc2o1 | -13 | 8% | -6% | 0.1% | -3% | -1% | 1% | 9% | -10% | 3% | -1
CCN(c1ccccc1)S(=O)(=O)c1cccc(C(=O)NCC(c2ccco2)N2CCCC2)c1 (stereo not given) | 8 | . | -3% | -0.9% | 1% | 0% | -1% | -22% | -3% | 8% | .
CC(C)NS(=O)(=O)c1ccc(NC(=S)NC(=O)c2ccc(-c3ccccc3)cc2)cc1 | 12 | 11% | -3% | -0.3% | -1% | ? | 0% | -17% | -6% | -20% | -3
CC(C)(C)[C@@H]1COC(=O)[C@H](Cc2ccc(F)cc2)C/C=C\C[C@H](CC(=O)N(CCO)Cc2ccccc2)C(=O)N1 | 6 | . | . | 0.0% | . | -2% | 0% | -29% | -2% | 1% | .
COc1c2c(nc3ccccc13)OC(C(C)(O)CO)C2 (stereo not given) | 14 | -11%&0%&2% | -1% | 0.0% | 0% | 10% | -1% | -15% | -6% | 1% | 2&7
O=C(NC(Cc1ccccc1)C(=O)O)c1ccccc1 (stereo not given) | 10 | 0% | 1% | -0.3% | 1% | ? | 4% | 15% | -1% | 1% | 4
O=C1OCc2ccc(NC(=O)C3CCCCC3)cc21 | -14 | 0% | 0% | 0.2% | 3% | 22% | -9% | 22% | -3% | -1% | 1
CCOc1ccc(N(CC)C(=O)c2cn(CC)c(=O)c3cc(OC)c(OC)cc23)cc1 | 3 | -11% | . | -0.2% | -1% | 2% | -4% | 39% | -3% | 1% | 3
N#Cc1cnc(SCC(=O)NNC(=O)COc2cccc3ccccc23)nc1N | -15 | 10% | 2% | 1.9% | 0% | ? | 1% | 23% | -1% | 7% | -1
O=C(CSc1ncccn1)Nc1ccc(S(=O)(=O)N2CCCCC2)cc1 | 3 | 0% | 10% | -0.3% | -3% | 2% | 5% | -8% | -1% | -2% | 0
O=C1CCCCCN1CP(=O)(O)CCc1ccccc1 | -3 | -1% | -1% | -0.1% | 15% | 2% | 5% | 16% | -8% | 1% | -6
O=C(c1cc(COc2ccc3c(c2)CCCC3)on1)N1CCCC1 | . | . | 1% | -0.4% | -2% | ? | -1% | . | . | . | .
COc1ccccc1CNS(=O)(=O)c1cccc(S(=O)(=O)N2CCOCC2)c1 | -15 | 0% | -1% | -0.1% | -1% | ? | 3% | 16% | -7% | 5% | 0
COc1cccc(C2c3c(oc4ccc(Cl)cc4c3=O)C(=O)N2c2cc(C)on2)c1OC (stereo not given) | -6 | 13% | 0% | -0.3% | 0% | 4% | 7% | 1%[7.66 µM] | -5% | 2% | 5
Cc1ccc(S(=O)(=O)N2CCCCC2)c2nsnc12 | -17 | -8% | . | -0.1% | -1% | 5% | 4% | -17% | -2% | 2% | 0
COc1ccccc1CN(Cc1cc2cc(C)cc(C)c2[nH]c1=O)Cc1nnnn1CC1CCCO1 (stereo not given) | 1 | ? | 1% | 0.4% | -4% | ? | 0% | -2% | -6% | -1% | -1
Nc1ccc2nn(-c3ccc(Cl)cc3)nc2c1 | 14 | . | -9% | 0.0% | 0% | ? | -4% | 22% | 1% | i | -8
CC(Oc1ccccc1)C(=O)Nc1c2c(nn1-c1ccccc1)CS(=O)(=O)C2 (stereo not given) | -9 | . | 3% | -0.5% | -2% | 1% | -4% | -2% | -3% | 2% | .
CC(C)c1cccc(OCC(=O)Nc2ccc(S(=O)(=O)Nc3ccccn3)cc2)c1 | 27 | 64%[activator] | ? | -0.5% | 5% | ? | -5% | -28% | -3% | -1% | 0
Cc1ccccc1NC(=O)c1sc(NC(=O)COc2ccccc2)c(C#N)c1C | -9 | 0% | -2% | -0.6% | -4% | ? | 8% | 12% | 0% | -2% | 4
CCCCOc1c(Br)cc(/C=C2\N=C(C)OC2=O)cc1OCC | 14 | . | 8% | -0.6% | -7% | 23% | 4% | 1% | -4% | -8% | 17
Cc1cccc(C)c1NC(=O)CN(C)C(=O)CN1C(=O)NC(C)(C)C1=O | 3 | . | . | -0.1% | . | -1% | -5% | 7% | -2% | 4% | .
CCc1nc2ccc(C(=O)N3CCN(c4ccccc4)CC3)cc2nc1CC | 15 | . | . | -0.9% | -2% | ? | -1% | 4% | 0% | -2% | .
CCOC(=O)C1=C(COC(=O)CNC(=O)c2cc(OC)c(OC)c(OC)c2)NC(=O)NC1C (stereo not given) | -14 | . | . | -0.2% | . | -2% | 0% | -2% | 0% | 5% | .

This is a subset; count on the stated rates, not on these rows.
